Screening results as filed in PubChem BioAssay.
proKLK7 act = proKLK7 zymogen activators, primary screen, biochemical, fluorescence intensity; purified proKLK7, EDANS-DABCYL substrate fluorescence; 100% is mature enzyme control, 0% vehicle; actives 0.9% (n = 370,000); AID 652039, 2013; activation, % at 7 µM;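 active means activation above the mean of all tested compounds plus 3 SD, computed per campaign excluding outliers beyond control limits, cut at about 13% in these data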
ARFGAP1 inh = inhibitors of rat ARFGAP1 GAP activity, primary screen, biochemical, fluorescence polarization, GDP tracer; ADP-ribosylation factor GTPase-activating protein 1 (Rattus norvegicus), Q62848; Arfgap1-stimulated ARF1 GTP hydrolysis, GDP FP detection; inhibition, % at 16.5 µM; actives 0.26% (n = 360,000); AID 651572, 2012;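 active means inhibition above a per-plate limit, mean inhibition of low control wells plus 3 SD, cut at about 25% in these data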;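 further: 0% = DMSO wells with enzyme and 100% = wells lacking Arfgap1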
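Assay system: Rat Arfgap1 GAP domain (His6, aa 1-136), purified enzyme | Buffer or medium: HEPES 25 mM pH 7.5, NaCl 150 mM, MgCl2, DTT | Schedule: GTP hydrolysis reaction 2 h at 25 °C | Signal: FP of antibody-bound GDP Alexa 633 tracer, ex 620/em 688 nm | Measure: Percent inhibition of Arfgap1-stimulated GTP hydrolysis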
ADAM17 inh = ADAM17 inhibitors, primary screen, biochemical, QFRET; recombinant ADAM17, EDANS/DABCYL FRET peptide cleavage; inhibition, % at 6.95 µM; actives 0.83% (n = 370,000); AID 720648, 2013;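 active means inhibition above the mean of compounds lying between control limits plus 3 SD, set per campaign, cut at about 8.5% in these data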;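 further: 0% = DMSO-only wells as the low control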
PLCg1 inh = PLC-gamma1 enzyme inhibitors, primary screen, biochemical, fluorescence, purified enzyme. 1-phosphatidylinositol 4,5-bisphosphate phosphodiesterase gamma-1 (Homo sapiens), P19174. fluorogenic substrate. inhibition, % at 12.2 µM. actives 0.84% (n = 370,000); in the data active means inhibition above about 9.5%
ADAM10 inh = human ADAM10 inhibitors, primary screen, biochemical, QFRET, HTS; recombinant ADAM10, EDANS/DABCYL FRET peptide cleavage, 3 h; AID 720582, 2013; Disintegrin and metalloproteinase domain-containing protein 10 (Homo sapiens), O14672; actives 0.62% (n = 370,000); inhibition, % at 7 µM;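 active means inhibition above a per-campaign cutoff equal to the mean of compounds falling between control-based bounds plus 3 SD, cut at about 20% in these data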;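 further: 0% = DMSO wells while the 100% control is not disclosed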
Target sequence (O14672 214-748 limits assumed): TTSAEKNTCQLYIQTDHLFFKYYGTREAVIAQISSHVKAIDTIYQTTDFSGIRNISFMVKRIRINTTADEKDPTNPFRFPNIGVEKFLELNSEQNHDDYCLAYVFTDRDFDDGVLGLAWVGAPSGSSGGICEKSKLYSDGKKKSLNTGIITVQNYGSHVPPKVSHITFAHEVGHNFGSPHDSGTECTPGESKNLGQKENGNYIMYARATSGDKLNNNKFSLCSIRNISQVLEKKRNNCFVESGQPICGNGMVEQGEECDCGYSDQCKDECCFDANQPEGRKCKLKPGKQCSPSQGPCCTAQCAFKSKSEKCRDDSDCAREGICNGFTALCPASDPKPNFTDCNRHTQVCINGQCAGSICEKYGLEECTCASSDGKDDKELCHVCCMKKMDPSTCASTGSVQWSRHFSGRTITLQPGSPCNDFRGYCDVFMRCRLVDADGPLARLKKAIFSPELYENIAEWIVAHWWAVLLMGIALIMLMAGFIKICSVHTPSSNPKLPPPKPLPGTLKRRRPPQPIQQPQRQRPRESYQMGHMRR
TDP2 inh = human TDP2 enzyme inhibitors, primary screen, biochemical, epi absorbance, recombinant enzyme; Tyrosyl-DNA phosphodiesterase 2 (Homo sapiens), O95551; T5PNP hydrolysis, p-nitrophenol absorbance 415 nm; inhibition, % at 12.8 µM; actives 0.34% (n = 370,000);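 active means inhibition above the mean of all tested compounds plus 3 SD, set per campaign, cut at about 25% in these data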;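 further: 0% = DMSO with enzyme and 100% = buffer with substrate but no TDP2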
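Assay system: recombinant human TDP2 / Reagent: T5PNP substrate at 5 mM, a TopII-DNA adduct mimic / Measured by: epi absorbance from released p-nitrophenol / Evaluation: % inhibition relative to enzyme-containing and enzyme-free wells / Control set: enzyme-free and DMSO wells / Replicates: each compound tested once, singlicate / Schedule: enzyme reaction with compound for 2 h at 37 °C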
DDE Tn7 FP inh = inhibitors of Tn7 peptide binding to fibrin DD(E), primary screen, biochemical, fluorescence polarization, human fibrin, Tn7 probe; Fibrinogen beta chain (Homo sapiens), P02675; FP displacement of FITC-Tn7 peptide from fibrin DD(E); 0% = median of compound wells per plate; inhibition, % at 8.3 µM; actives 0.13% (n = 370,000);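 active means inhibition above the mean of compounds falling within the control limits plus 3 SD of them, cut at about 14% in these data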;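 further: 0% = plate median of compound wells and 100% = 10 µM Aha-Tn7 peptide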
Target sequence (P02675 whole entry, looked up): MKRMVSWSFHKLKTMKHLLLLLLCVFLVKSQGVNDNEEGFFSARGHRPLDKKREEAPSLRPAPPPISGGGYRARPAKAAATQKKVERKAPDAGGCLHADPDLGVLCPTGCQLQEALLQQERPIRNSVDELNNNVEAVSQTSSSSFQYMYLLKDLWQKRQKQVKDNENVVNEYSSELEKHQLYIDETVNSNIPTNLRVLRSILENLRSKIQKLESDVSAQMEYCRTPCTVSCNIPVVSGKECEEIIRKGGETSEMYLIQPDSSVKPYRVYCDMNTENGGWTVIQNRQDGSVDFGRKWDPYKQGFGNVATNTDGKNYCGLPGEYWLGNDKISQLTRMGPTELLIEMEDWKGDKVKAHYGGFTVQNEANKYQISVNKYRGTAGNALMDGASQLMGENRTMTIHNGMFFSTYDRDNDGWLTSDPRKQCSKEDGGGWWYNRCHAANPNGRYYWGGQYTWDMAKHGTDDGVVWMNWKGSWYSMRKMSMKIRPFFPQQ
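Assay system: human fibrin DD(E) protein / Input: 2 µM fibrin DD(E) / Benchmarks: high control of 10 µM Aha-Tn7 peptide / Measured by: fluorescence polarization of the labelled Tn7 tracer / Medium: Tris buffer with calcium and detergent, pH 7.8 / Timing: 10 min compound pre-incubation, 3 h probe incubation at room temperature / Repeats: one replicate per compound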
Tn6 DDE FP = inhibitors of Tn6 peptide binding to fibrin DD(E), primary screen, biochemical, fluorescence polarization, human fibrin, Tn6 probe | Fibrin DD(E) TRITC-Tn6 fluorescence polarization displacement | Fibrinogen beta chain (Homo sapiens), P02675 | actives 0.21% (n = 370,000) | inhibition, % at 8.3 µM;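 active means inhibition above a per-campaign cutoff: mean of compounds within control limits plus 3 SD, cut at about 15% in these data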;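 further: 0% = median of all compound wells on the plate and 100% = blocking peptide control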
ASAP1 inh = inhibitors of human ASAP1 ArfGAP activity, primary screen, biochemical, fluorescence polarization; Arf-GAP with SH3 domain, ANK repeat and PH domain-containing protein 1 (Homo sapiens), …; ASAP1-stimulated ARF1 GTP hydrolysis, GDP FP detection; inhibition, % at 16.5 µM; actives 0.19% (n = 360,000); in the data active means inhibition above about 25%;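 further: 0% = vehicle with enzyme and substrate and 100% = no enzyme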
LEDGF integ inh = blockers of LEDGF/p75-dependent integrase strand transfer – biochemical, TR-FRET, high throughput, primary screen; HIV-1 integrase (with human LEDGF/p75); TR-FRET IN-LEDGF/p75 DNA integration, Eu/Cy5; inhibition, % at 3.7 µM; actives 0.64% (n = 370,000);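 active means inhibition above the screen-wide mean plus 3 SD, cut at about 13% in these data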;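 further: signal is the Cy5 over europium emission ratio at 671 and 618 nm; 0% = plate median of compound wells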
* marks the source's active call; other numbers are inactive results; . = no result given.

1	Cc1ccc(NC(=O)C2CC2)cc1S(=O)(=O)N1CCOCC1
2	Cc1cc(C)nc(NS(=O)(=O)c2ccc(NC(=O)c3ccc(S(=O)(=O)N4CC(C)OC(C)C4)cc3)cc2)n1 (configuration not stated)
3	CCOC(=O)c1cnc(SCC(=O)Nc2ccccc2C(=O)OC)nc1N
4	CCCCCC(=O)Nc1cccc(C2=NOC3(C2)C[C@H](C(N)=O)N(C(=O)COc2ccc(Cl)cc2)C3)c1 (some centres not stated)
5	COc1cccc(NC(=O)Nc2c(-c3ccc(C)cc3)nc3ncccn23)c1
6	CCn1c(=O)n(CC)c2cc(N3CCCC3)c(NC(=O)c3c(F)cccc3F)cc21
7	CC(NS(C)(=O)=O)C(c1cccs1)N1CCN(C)CC1 (configuration not stated)
8	Cc1ccc(C(=O)N/C(=C\c2cccnc2)c2nc3ccccc3[nH]2)cc1
Screen / compound no.	1	2	3	4	5	6	7	8
ADAM17 inh	1	3	-3	6	-66	-3	3	-21
ASAP1 inh	-1	9	11	6	.	19	-1	1
TDP2 inh	5	-1	-4	-1	13	-5	-19	-14
ADAM10 inh	1	0	-5	8	-259	-2	8	-77
ARFGAP1 inh	-3	-5	2	13	.	9	-1	11
LEDGF integ inh	1	-3	2	-4	-4	-1	6	2
PLCg1 inh	2	1	2	0	-299	-5	11*	-20
DDE Tn7 FP inh	4	4	2	5	3	2	-1	-1
Tn6 DDE FP	4	-4	9	7	-2	12	-5	-2
proKLK7 act	0.3	0.1	-0.1	0.2	-2.7	0.3	0.5	0.0

9	Cc1ccc(NC(=O)CCC(=O)N/N=C/c2cccnc2)cc1
10	COc1ccc(CNC(=O)N2CCN(c3ccccc3OC)CC2)cc1
11	COc1ccc(/C=N/NC(=O)c2cccc(NC(=O)c3ccc(Cl)cc3)c2)c(OC)c1
12	CC1CN(CC(O)COC(c2ccc(Cl)cc2)c2ccc(Cl)cc2)CC(C)O1 (configuration not stated)
13	Cc1ccc(NS(=O)(=O)c2ccc(CCC(=O)NCc3cccnc3)cc2)cc1
14	O=C(O)c1cc2c(cc1NC(=O)c1ccccc1C(F)(F)F)OCCCO2
15	Cc1ccc(NS(=O)(=O)c2ccc(NC(=O)[C@@H]3CCCC[C@@H]3C(=O)O)cc2)c(C)c1
16	COc1cccc(N2C(=O)C3ON(c4ccccc4)C(c4cccs4)C3C2=O)c1 (configuration not stated)
Screen / compound no.	9	10	11	12	13	14	15	16
ADAM17 inh	-1	-2	-2	1	3	1	-3	-3
ASAP1 inh	5	-11	-5	-19	-9	-4	-5	3
TDP2 inh	9	24	6	-6	4	12	12	-5
ADAM10 inh	-1	-1	-3	0	5	3	-3	-17
ARFGAP1 inh	4	3	15	8	-5	0	-4	4
LEDGF integ inh	-4	0	2	1	0	2	-1	-3
PLCg1 inh	-1	1	-11	1	0	-4	-3	0
DDE Tn7 FP inh	6	-4	-1	2	-1	-4	-1	-2
Tn6 DDE FP	-4	4	-6	0	2	5	1	-5
proKLK7 act	-0.2	0.1	-18	-0.3	0.5	0.5	0.4	-0.1

17	CCOc1ccc(NC(=O)COn2nnc3ccc(S(=O)(=O)N4CCOCC4)cc32)cc1
18	CN(CC(=O)Nc1ccccc1Cl)C(=O)c1cccc(-n2cccc2)c1
19	CCOC(=O)C1(Cc2cccc(F)c2)CCN(Cc2ccon2)CC1
20	CN(Cc1c(C(=O)N/N=C/c2ccccc2O)nnn1-c1nonc1N)C1CCCCC1
21	COc1ccc(S(=O)(=O)N2CCOCC2)cc1NC(=O)c1ccc(OCC(C)C)c(OC)c1
22	CC1(C)CC(=O)C(/C=N/c2ccccn2)=C(O)C1
23	COc1cccc(C(=O)C(CCC#N)c2ccccc2)c1 (configuration not stated)
24	O=C(NCc1ccccc1)c1ccc(NC(=O)C2CCC2)cc1
Screen / compound no.	17	18	19	20	21	22	23	24
ADAM17 inh	-8	0	-2	-4	1	-6	4	-2
ASAP1 inh	2	9	0	-1	-3	2	1	3
TDP2 inh	0	11	13	-9	-8	-14	-6	3
ADAM10 inh	-1	6	-1	-16	-7	2	-22	-2
ARFGAP1 inh	8	-11	-4	10	-11	2	1	13
LEDGF integ inh	-15	2	0	-2	-4	4	-7	0
PLCg1 inh	7	1	-4	-7	3	1	6	0
DDE Tn7 FP inh	5	9	14*	3	6	2	2	-6
Tn6 DDE FP	-5	5	4	4	5	-6	-7	-3
proKLK7 act	-0.2	0.8	-0.5	-0.7	0.3	-0.4	0.1	0.1

25	CC(C)c1ccc(O)c(NC(=S)NC(=O)CCc2ccccc2)c1
26	CCN1CCCCC(NC(=O)c2ccccc2)C1=O (configuration not stated)
27	CC(=O)c1cnc(-c2ccccc2)s1
28	O=C(Oc1ccc(/C=N/NC(=O)c2ccccn2)cc1)c1cccc(F)c1
29	CCOC(=O)C1(C)C=C(Nc2ccc(O)cc2)C(=O)N1c1ccc(O)cc1 (configuration not stated)
30	Cc1cc(C(F)(F)F)c2c(N)c(C(=O)Nc3cc(C)on3)sc2n1
31	CN(CCO)c1cc(NCCCN2CCC(Cc3ccccc3)CC2)c2nonc2c1[N+](=O)[O-]
32	CCCNC(=O)C(Cc1ccc(I)cc1)NC(=O)c1ccc2ccccc2n1 (configuration not stated)
Screen / compound no.	25	26	27	28	29	30	31	32
ADAM17 inh	1	-1	0	-3	-6	0	1	0
ASAP1 inh	-9	.	4	-3	-3	13	2	9
TDP2 inh	3	-4	-20	-3	28*	5	-11	-6
ADAM10 inh	9	-1	3	-7	-6	1	4	7
ARFGAP1 inh	1	.	3	-2	-6	-10	11	10
LEDGF integ inh	2	6	3	3	14*	3	5	-1
PLCg1 inh	-2	1	4	-1	-40	-12	-3	3
DDE Tn7 FP inh	1	-7	1	-1	3	1	-3	4
Tn6 DDE FP	3	3	-3	5	24*	3	6	2
proKLK7 act	0.2	-0.2	-0.9	0.3	-0.2	0.6	0.1	0.0

Copied from above, entries 26 to 32
26	CCN1CCCCC(NC(=O)c2ccccc2)C1=O (configuration not stated)
27	CC(=O)c1cnc(-c2ccccc2)s1
28	O=C(Oc1ccc(/C=N/NC(=O)c2ccccn2)cc1)c1cccc(F)c1
29	CCOC(=O)C1(C)C=C(Nc2ccc(O)cc2)C(=O)N1c1ccc(O)cc1 (configuration not stated)
30	Cc1cc(C(F)(F)F)c2c(N)c(C(=O)Nc3cc(C)on3)sc2n1
31	CN(CCO)c1cc(NCCCN2CCC(Cc3ccccc3)CC2)c2nonc2c1[N+](=O)[O-]
32	CCCNC(=O)C(Cc1ccc(I)cc1)NC(=O)c1ccc2ccccc2n1 (configuration not stated)
Screen / compound no.	26	27	28	29	30	31	32
ADAM17 inh	-1	0	-3	-6	0	1	0
ASAP1 inh	.	4	-3	-3	13	2	9
TDP2 inh	-4	-20	-3	28*	5	-11	-6
ADAM10 inh	-1	3	-7	-6	1	4	7
ARFGAP1 inh	.	3	-2	-6	-10	11	10
LEDGF integ inh	6	3	3	14*	3	5	-1
PLCg1 inh	1	4	-1	-40	-12	-3	3
DDE Tn7 FP inh	-7	1	-1	3	1	-3	4
Tn6 DDE FP	3	-3	5	24*	3	6	2
proKLK7 act	-0.2	-0.9	0.3	-0.2	0.6	0.1	0.0

(further entries)
33	CCC1CCCCN1C(=O)CSc1nnc(-c2ccc(OC)cc2)o1 (configuration not stated)
34	COc1cccc(CC2(CO)CCN(S(=O)(=O)c3ccc(OC)cc3OC)CC2)c1
35	CCc1ccc(-c2nc(CS(=O)CC(=O)O)c(C)o2)cc1 (configuration not stated)
36	Cc1ccn(C(=O)c2ccc(NC(=O)CC(C)C)cc2)n1
37	O=[N+]([O-])c1ccccc1/C=N/Nc1nnc(-c2ccccc2)c(-c2ccccc2)n1
38	COC(=O)c1ccccc1NC(=O)c1ccc2c(c1)OCCCO2
39	CCOC(=O)C1CCN(C(=O)C2CCN(S(=O)(=O)c3ccc4c(c3)CC(C)N4C(C)=O)CC2)CC1 (configuration not stated)
40	Cn1c(CO)nc2c3ccccc3ccc21
Screen / compound no.	33	34	35	36	37	38	39	40
ADAM17 inh	1	-1	-2	-4	1	-1	-3	1
ASAP1 inh	10	12	0	2	-4	-4	-12	-5
TDP2 inh	-6	-15	2	-19	-3	-4	1	5
ADAM10 inh	1	6	14	1	4	8	4	-8
ARFGAP1 inh	17	8	15	12	-2	6	-1	-7
LEDGF integ inh	3	-5	3	-2	0	1	-2	2
PLCg1 inh	-2	1	3	4	2	-3	0	2
DDE Tn7 FP inh	-7	-1	-3	4	-1	4	4	-5
Tn6 DDE FP	5	-4	-1	-4	-8	2	7	7
proKLK7 act	0.4	0.7	-0.7	-0.2	-0.7	0.2	-0.4	0.2

41	Cc1ccc(NC(=O)[C@@H](NC(=O)c2cccc(S(=O)(=O)N3CCOCC3)c2)C(C)C)cc1C
42	O=C(NCCN1CCN(C(=O)c2ccccc2Cl)CC1)C(=O)NCc1ccccc1
43	COc1cccc(C(=O)N(C)CC(=O)Nc2ccc(F)c(F)c2F)c1
44	CCN(CC)S(=O)(=O)c1csc(C(=O)OCC(=O)c2ccccc2)c1
45	OCCC1CN(Cc2cc(F)ccc2-n2cccn2)CCN1C1CCCC1 (configuration not stated)
Screen / compound no.	41	42	43	44	45
ADAM17 inh	-1	2	-4	1	-7
ASAP1 inh	-6	2	-10	10	4
TDP2 inh	4	14	-6	-11	-25
ADAM10 inh	5	5	7	-5	-14
ARFGAP1 inh	-1	15	-5	-10	4
LEDGF integ inh	2	-1	3	0	2
PLCg1 inh	5	2	4	-2	3
DDE Tn7 FP inh	11	3	-5	-10	2
Tn6 DDE FP	2	5	-4	-3	-10
proKLK7 act	0.2	-0.7	0.5	0.0	0.6
